ANO1 block – TMEM16A chloride channel inhibitors, primary screen, cell-based, HTS; Anoctamin-1 (Mus musculus), Q8BHY3; HEK293 TMEM16A/YFP iodide influx fluorescence, ionomycin; normalized B-score (activity score, 25-100; higher = stronger inhibition) at 10 µM; 310,000 compounds, 1.2% hits; AID 588511, 2011;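 active means ratio plate-corrected score three or more library SD toward inhibition, starting fluorescence score within five deviations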;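 further: score derived from kinetic fluorescence span divided by baseline fluorescence per well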
MrgX1 ag – agonists of human MrgX1 receptor, primary screen, HEK293 cells, Fluo-4 calcium flux; AID 588627, 2011; Mas-related G-protein coupled receptor member X1 (Homo sapiens), Q96LB2; B-score at 10 µM; Fluo-4 calcium fluorescence, agonist mode; active compounds read high; 310,000 compounds, 0.44% hits;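 active means calcium response B-score plate-corrected fluorescence ratio at least 3 library SD, with starting fluorescence B-score inside 5 SD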
Target sequence (Q96LB2 whole entry, looked up): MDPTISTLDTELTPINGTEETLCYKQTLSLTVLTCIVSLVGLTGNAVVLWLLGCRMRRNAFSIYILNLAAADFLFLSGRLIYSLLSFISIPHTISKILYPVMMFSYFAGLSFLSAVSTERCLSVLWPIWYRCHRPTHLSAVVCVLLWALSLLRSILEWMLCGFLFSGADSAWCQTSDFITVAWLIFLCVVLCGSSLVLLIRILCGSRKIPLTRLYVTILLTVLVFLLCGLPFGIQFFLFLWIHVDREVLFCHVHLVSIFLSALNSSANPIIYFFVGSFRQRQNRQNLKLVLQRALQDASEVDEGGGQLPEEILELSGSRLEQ
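Material: HEK293 cells stably expressing human MrgX1 receptor | Quantity: 15,000 cells per well | Times: Cells plated overnight, dye loaded 0.5 h 37 °C, 0.5 h room temperature | Measured by: Kinetic Fluo-4 NW fluorescence of intracellular calcium | Control set: Positive and negative controls per plate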
RGS4 block – RGS4 inhibitors, primary screen, cell-based, HEK293 M3R inducible RGS4, calcium flux; AID 463165, 2010; B-score at 10 µM; Regulator of G-protein signaling 4 (Homo sapiens), P49798; Fluo-4 calcium flux; active compounds read high; triggered by carbachol at its EC20; 310,000 compounds, 0.45% hits;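 active means B-score, a plate-corrected calcium signal, over three deviations above library mean, with baseline fluorescence within five deviations of library mean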;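 further: RGS4 expression induced by doxycycline in cells with stable M3 receptor; B-score is computed from the integrated fluorescence ratio over baseline after carbachol; higher B-score means a larger calcium signal and so more RGS4 inhibition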
Target sequence (P49798 whole entry, looked up): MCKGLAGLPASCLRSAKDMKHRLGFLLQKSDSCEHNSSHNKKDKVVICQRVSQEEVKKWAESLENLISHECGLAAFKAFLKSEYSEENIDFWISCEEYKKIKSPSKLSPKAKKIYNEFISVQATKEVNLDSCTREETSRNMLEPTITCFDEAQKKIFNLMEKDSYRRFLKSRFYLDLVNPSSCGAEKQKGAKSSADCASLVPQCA
RGS4 act – RGS4 potentiators or activators, primary screen, cell-based, HEK293 M3R inducible RGS4, calcium flux | carbachol calcium flux Fluo4; active compounds read low | 310,000 compounds, 0.92% hits | B-score at 10 µM;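 active means B-score of the integrated calcium signal more than 4 SD below the library mean, with starting fluorescence not abnormally high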;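 further: negative B-score means reduced calcium response which marks RGS4 activation or potentiation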
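test system = HEK293 cells with stable M3R and inducible RGS4 | schedule = recording 10 s baseline at 1 Hz, 100 s post-agonist | technique = Fluo4-AM (2 µM) calcium-flux fluorescence, kinetic read | measure = Agonist-evoked peak-minus-minimum fluorescence over baseline, integrated ratio, B score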
hERG rescue – hERG rescue from dofetilide block, primary screen, cell-based, CHO-hERG, FluxOR thallium flux, dofetilide IC70 | Voltage-gated inwardly rectifying potassium channel KCNH2 (Homo sapiens), Q12809 | dofetilide IC70 present | activation (rescue from dofetilide block), less the hit threshold, % at 10 µM | 310,000 compounds, 0.51% hits | AID 1511, 2009;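 active means activation above the mean of controls blocked by dofetilide plus 5 SD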;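 further: thallium influx through hERG after potassium depolarization seen as dye fluorescence rise; in these data hits start at about 4.7%; inactives centre near -7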
KCNQ1 block – inhibitors of human KCNQ1 channel, primary screen, cell-based, thallium flux, high-throughput; B-score at 10 µM; CHO-K1 KCNQ1, FluxOR thallium flux fluorescence; active compounds read high; Potassium voltage-gated channel subfamily KQT member 1 (Homo sapiens), P51787; 310,000 compounds, 1.3% hits;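 active means compounds whose thallium flux B-score, printed positive for inhibition, exceeds three library SD while starting fluorescence stays within three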;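 further: channel opened by potassium depolarization with thallium stimulus after 20 min compound exposure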
KCNK3 block – human KCNK3 channel inhibitors, primary screen, CHO cells, FluxOR thallium flux, B-score. Potassium channel subfamily K member 3 (Homo sapiens), O14649. FluxOR fluorescence; active compounds read low. B-score at 10 µM. 340,000 compounds, 0.84% hits. AID 602410, 2012;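 active means B-score under library mean minus 4 SD, starting fluorescence ratio at most library mean plus 5 SD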;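 further: more negative B-score means stronger inhibition of thallium flux through KCNK3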
Target sequence (O14649 whole entry, looked up): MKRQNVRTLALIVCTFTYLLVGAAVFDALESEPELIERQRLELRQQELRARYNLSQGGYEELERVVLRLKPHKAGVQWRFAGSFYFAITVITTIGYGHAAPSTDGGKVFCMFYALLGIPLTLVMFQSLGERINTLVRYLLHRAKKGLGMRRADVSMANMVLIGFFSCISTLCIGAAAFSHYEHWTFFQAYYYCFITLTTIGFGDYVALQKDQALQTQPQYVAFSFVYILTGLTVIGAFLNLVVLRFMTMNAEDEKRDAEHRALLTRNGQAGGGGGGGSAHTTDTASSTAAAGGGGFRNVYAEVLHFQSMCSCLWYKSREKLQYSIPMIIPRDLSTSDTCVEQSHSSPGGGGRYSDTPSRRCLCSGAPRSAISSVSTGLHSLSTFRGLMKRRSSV
KCNQ1 act – potentiators or activators of KCNQ1 channel, primary screen, cell-based, thallium flux, high-throughput; CHO-K1 KCNQ1, thallium flux FluxOR fluorescence; active compounds read high; B-score at 10 µM; 310,000 compounds, 0.35% hits; AID 2648, 2010;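 active means fluorescence ratio B-score, a plate-corrected score, at least three library SD, with initial intensity B-score within 5 SD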
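System: CHO-K1 cells stably expressing KCNQ1 / Medium: assay buffer for compound exposure, DMSO matched across wells / Reagent: thallium- and potassium-containing depolarizing buffer / Compound: one concentration, matched DMSO / Incubation: 20 min compound pretreatment at room temperature / Measured by: kinetic FluxOR fluorescence, 10 s baseline plus 110 s post-stimulus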
ANO1 activ – TMEM16A chloride channel activators or potentiators, primary screen, cell-based, HTS; 340,000 compounds, 0.3% hits; Anoctamin-1 (Mus musculus), Q8BHY3; B-score at 10 µM; HEK293 TMEM16A/YFP-H148Q/I152L, iodide quench fluorescence; active compounds read low;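 active means fluorescence-ratio B-score plate-corrected deviation score at least 3 library SD below zero, with starting fluorescence score within 5 deviations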;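 further: channel opened by trigger with iodide after compound preincubation; score built on the fluorescence ratio of max minus min over baseline; more negative score means more quench and so TMEM16A activation or potentiation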
MrgX1 PAM – positive allosteric modulators of MrgX1, primary screen, HEK293 cells, Fluo-4 calcium flux | FDSS; active compounds read high | B-score at 10 µM | 310,000 compounds, 0.63% hits | AID 588675, 2011;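 active means plate-corrected calcium response at least 3 library SD above typical, normal starting fluorescence, not activating the receptor alone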;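 further: compound read alongside a low EC10 to EC30 dose of BAM8-22 agonist; peak minus trough fluorescence over baseline measured at the second addition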
KCNK9 inh – KCNK9 potassium channel inhibitors, primary screen, HEK293 cells, thallium flux; 310,000 compounds, 1.2% hits; FluxOR thallium flux fluorescence; active compounds read low; B-score at 10 µM;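 active means ratio B-score over 3 SD below the library mean, with starting fluorescence within 5 SD of its mean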;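 further: negative B-score means less thallium flux so channel inhibition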
* = called active by the depositor; i = inactive; nt = no result given.

mol | ANO1 block | MrgX1 ag | RGS4 block | RGS4 act | hERG rescue | KCNQ1 block | KCNK3 block | KCNQ1 act | ANO1 activ | MrgX1 PAM | KCNK9 inh
O=C(Nc1ccc2c(c1)OCCO2)C1CCN(S(=O)(=O)c2ccccc2)CC1 | i | i | i | i | -10 | i | i | i | i | i | i
COc1ccc(C(=O)/C(=C\c2ccco2)N2C=CC=CC2=C(C#N)C#N)cc1 | i | i | 25* | i | -19 | i | i | i | i | i | i
COc1cc(/C=N/NC(=O)c2cccc(S(=O)(=O)N3CCCC3)c2)ccc1O | i | i | i | i | -11 | i | i | i | i | i | i
O=C(NCCc1ccccc1)c1cnc(Cl)c(Cl)c1 | i | i | i | i | -3 | i | i | i | i | i | i
Cc1ccccc1NC(=S)NC(C)C(c1cccs1)N1CCOCC1 (configuration not stated) | i | i | i | i | -7 | i | i | i | i | i | i
O=C(NCCCn1ccnc1)c1noc2c1CCc1ccccc1-2 | i | i | i | i | -12 | i | i | i | i | i | i
CCOC1=NN(c2ncc(C(F)(F)F)cc2Cl)C(=O)C1 | i | i | i | i | -7 | i | i | i | i | i | i
Cc1ccc(C(=O)COC(=O)C2CCC2)cc1 | i | i | i | i | 2 | i | i | i | i | i | i
COCCn1c(Sc2ccc(C)cc2)nc2c1c(=O)[nH]c(=O)n2C | i | i | i | i | -4 | i | i | i | i | i | i
COc1cc(C(=O)OCC(=O)N(C)Cc2ccccc2)cc(OC)c1OC | i | i | i | i | -7 | i | i | i | i | i | i
CSc1ncc(S(=O)(=O)c2ccccc2)c(=O)[nH]1 | i | i | i | i | -7 | i | i | i | i | i | i
CC(C)n1c(O)c(N=Nc2ccc(Cl)c(C(=O)O)c2)c2ccccc21 | i | i | i | i | -11 | i | i | i | i | i | i
COCCN(C(=O)COC(=O)c1cc2c(s1)CCC2)c1c(N)n(Cc2ccccc2)c(=O)[nH]c1=O | i | i | i | i | -16 | i | i | i | i | i | i
Cc1oc(-c2ccc3ccccc3c2)nc1CN(C)C(C)c1ccncn1 (configuration not stated) | i | i | i | i | -15 | i | i | i | i | i | i
CSc1nc2c(c(-c3ccc(O)cc3)c1C#N)CCC2 | i | i | i | i | -9 | i | i | i | i | i | i
O=C1OCCN1C(=O)[C@H]1[C@H](c2ccc(Cl)cc2)C(c2cccc(Cl)c2)=NN1c1ccccc1 | i | i | i | i | -8 | i | i | i | i | i | i
Cc1cc(C)nc(SCC(=O)OCN2C(=O)c3ccccc3C2=O)n1 | i | i | i | i | -5 | i | i | i | i | i | i
O=C(Cc1cc(=O)[nH]c(=O)[nH]1)NCC1CCCO1 (configuration not stated) | i | i | i | i | -10 | i | i | i | i | i | i
OCC1(Cc2ccccc2)CCN(Cc2ccc(C(F)(F)F)cc2)CC1 | i | i | i | i | -4 | i | i | i | i | i | i
CN(Cc1ccccc1)C(=O)Cc1ccccc1 | i | i | i | i | -6 | i | i | i | i | i | i
O=C(N/N=C/c1cccnc1)c1ccccc1 | i | i | i | i | -7 | i | i | i | i | i | i
COc1ccc(CNC(=O)C(=O)NCC2OCCN2S(=O)(=O)c2ccc3c(c2)OCCO3)cc1 (configuration not stated) | i | i | i | i | -11 | i | i | i | i | i | i
CC(C)(Sc1ccc(CCN(CCCCC2CCCCC2)C(=O)NC2CCCCC2)cc1)C(=O)O | 100* | i | nt | nt | nt | nt | i | nt | i | i | nt
O=S(=O)(c1ccccc1)c1cccc(S(=O)(=O)N2CCCCC2)c1 | i | i | i | i | -18 | i | i | i | i | i | i
CC(=O)NN1CCc2cc3ccc(C)cc3nc21 | i | i | i | i | -6 | i | i | i | i | i | i
CCn1c(SCC(=O)c2ccc(OC)cc2)nnc1C(C)NC(=O)c1ccc(OC)cc1 (configuration not stated) | i | i | i | i | -7 | i | i | i | i | i | i
CC[N+](C)(CC)CC(=O)OCC1C(C)C=C(C)CC1C (configuration not stated) | i | i | i | i | -6 | i | i | i | i | i | i
CCn1nnnc1Oc1ccc(Cl)cc1 | i | i | i | i | -2 | i | i | i | i | i | i
COc1ccc(C2C(C(=O)Nc3ccccn3)=C(C)Nc3ncnn32)c(OC)c1 (configuration not stated) | i | i | i | i | -9 | i | i | i | i | i | i
CC(C)C(=O)N1CCN(c2c(Cl)cccc2[N+](=O)[O-])CC1 | i | i | i | i | -8 | i | i | i | i | i | i
CC(c1ccco1)N(C(=O)c1cccc(S(=O)(=O)N(C)C)c1)c1ccccn1 (configuration not stated) | i | i | i | i | -4 | i | i | i | i | i | i
N#Cc1ccc(C(=O)N(Cc2ccccc2)c2ccccc2)cc1 | i | i | i | i | -10 | i | i | i | i | i | i
CCOCCCNC(=O)N[C@H](C(=O)OC)C(C)CC (some centres not stated) | i | i | i | i | -6 | i | i | i | i | i | i
O=C(CN1C(=O)NC2(CCc3ccccc3C2)C1=O)NCc1ccco1 (configuration not stated) | i | i | i | i | -15 | i | i | i | i | i | i
COc1ccc(C(=O)NCC(=O)OCc2ccccc2F)cc1 | i | i | i | i | -18 | i | i | i | i | i | i
COC(=O)c1ccccc1NC(=O)c1cc[n+]([O-])cc1 | i | i | i | i | -5 | i | i | i | i | i | i
COc1ccc(C(=O)Nc2ccc(-c3nnn(CC(=O)NCc4ccco4)n3)cc2)cc1 | i | i | i | i | -9 | i | i | i | i | i | i
CN1CCC(N(CCc2ccccc2)C(=O)CCC(=O)O)CC1 | i | i | i | i | -5 | i | i | i | i | i | i
COc1ccc(-c2cc(N3C(=O)Nc4ccccc4N3O)n[nH]2)cc1OC | i | i | i | i | 0 | i | i | i | i | i | i
O=C(Nc1ccccc1)c1cccnc1NCCc1ccccc1 | i | i | i | i | -4 | i | i | i | i | i | i
CC(C)OCCCNC(=O)CCN1C(=O)COc2ccccc21 | i | i | i | i | -10 | i | i | i | i | i | i
Cc1ccc(NC(=O)CSc2nnc(-c3cccnc3)n2CCN2CCCCC2)cc1 | i | i | i | i | -7 | i | i | i | i | i | i
S=C(Nc1ccccc1)Nc1ccc(Br)cc1 | i | i | i | i | -11 | 6* | i | i | i | i | i
O=C(Nc1nccs1)c1ccc(Br)c(S(=O)(=O)N2CCCC2)c1 | i | i | i | i | -10 | i | i | i | i | i | i
CCOC(=O)NNC1CC(=O)N(c2ccc(OC)cc2)C1=O (configuration not stated) | 100* | i | i | i | -9 | i | i | i | i | i | i
COc1ccc(NC(=O)C2C(c3ccccc3)C2(Cl)Cl)c(OC)c1 (configuration not stated) | i | i | i | i | -4 | i | i | i | i | i | i
O=C(COC(=O)Cc1ccccc1[N+](=O)[O-])NCc1ccc(Cl)cc1 | i | i | i | i | -13 | i | i | i | i | i | i
COc1cc(/C=C2\SC(=O)N(CCNC(=O)c3sc4cc(F)ccc4c3Cl)C2=O)cc(OC)c1OC | i | i | i | i | -16 | i | i | i | i | i | i
COc1cc2c(C#N)c(N3CCN(c4ccccc4OC)CC3)nc(N)c2c(N)n1 | i | i | i | i | -25 | i | i | i | i | i | i
O=C1CC(N2CCc3ccccc32)C(=O)N1c1ccccc1 (configuration not stated) | i | i | i | i | -4 | i | i | i | i | i | i

(continued)
mol | ANO1 block | MrgX1 ag | RGS4 block | RGS4 act | hERG rescue | KCNQ1 block | KCNK3 block | KCNQ1 act | ANO1 activ | MrgX1 PAM | KCNK9 inh
CCn1c(P(C)(=O)O)nc2cc(NC(=O)c3ccccc3Cl)ccc21 | i | i | i | i | -7 | i | i | i | i | i | i
CC(=O)c1ccc(NC(=O)c2ccc3c(=O)n4c(nc3c2)CCCCC4)cc1 | i | i | i | i | -7 | i | i | i | i | i | i
COC(CN1CCc2c(C)nc3c(C#N)cnn3c21)OC | i | i | i | i | 6.3* | i | i | i | i | i | i
Cc1ccccc1NC(=O)COC(=O)CCSc1ccccc1 | i | i | i | i | -23 | i | i | i | i | i | i
CCOC(=O)CSc1nnc(CNC(=O)c2cccs2)n1Cc1ccccc1 | i | i | i | i | -7 | i | i | i | i | i | i
CCOC(=O)c1sc(NC(=O)c2ccc(S(=O)(=O)N(C)C)cc2)nc1C | i | i | i | i | -10 | i | i | i | -14* | i | i
Cc1nn(Cc2ccccc2Cl)c(C)c1NC(=O)NC12CC3CC(CC(C3)C1)C2 | i | i | i | i | -9 | i | -8.9* | i | i | i | i
CCC1CCC2(CC1)NC(=O)N(CC(=O)c1c(C)[nH]c3ccccc13)C2=O (configuration not stated) | i | i | i | i | -5 | i | i | i | i | i | i
Cc1cc(C(=O)Nc2ccc(Cl)cc2)c(C)n1Cc1cccs1 | i | i | i | i | -14 | i | i | i | i | i | i
CCOc1ccccc1/C=N/NC(=O)CSc1n[nH]c(=O)[nH]c1=O | i | i | i | i | -11 | i | i | i | i | i | i
CCOC(=O)c1sc2ncnc(N3CCN(C(=O)OCC)CC3)c2c1C | i | i | i | i | -4 | i | i | i | i | i | i
COc1ccc2c(c1)c1nc3ccccc3nc1n2Cc1ccc(OC(C)C)c(OC)c1 | i | i | i | i | -8 | i | i | i | i | i | i
COc1ccc(OC)c(NC(=O)CNC(c2ccccc2)c2ccccc2)c1 | i | i | i | i | -3 | i | i | i | i | i | i
COc1ccc(NC(=O)CN(C)C(=O)CCC2CCCC2)cc1 | i | i | i | i | -5 | i | i | i | i | i | i
C/C(=N\Nc1cccc2cccnc12)c1ccc(N)cc1 | i | i | i | i | -7 | i | i | i | i | i | i
